AmpC inh detg – AmpC beta-lactamase inhibition with detergent present | 370,000 tested, 0.041% active | AmpC hydrolysis of nitrocefin, absorbance 480 nm, 0.01% Triton | Potency, µM (doses to about 114 µM), for inactives: top-dose activity change, negative = inhibition, usual class: inhibitors;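 also: potency is read from the fitted curve at half-maximal effect; 0% = no-compound wells and -100% = no-enzyme wells; nearly all actives have a fitted effect of over 25% in size; some results filed as inactive show a strong effect at the top dose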
Target sequence (P00811 whole entry, looked up): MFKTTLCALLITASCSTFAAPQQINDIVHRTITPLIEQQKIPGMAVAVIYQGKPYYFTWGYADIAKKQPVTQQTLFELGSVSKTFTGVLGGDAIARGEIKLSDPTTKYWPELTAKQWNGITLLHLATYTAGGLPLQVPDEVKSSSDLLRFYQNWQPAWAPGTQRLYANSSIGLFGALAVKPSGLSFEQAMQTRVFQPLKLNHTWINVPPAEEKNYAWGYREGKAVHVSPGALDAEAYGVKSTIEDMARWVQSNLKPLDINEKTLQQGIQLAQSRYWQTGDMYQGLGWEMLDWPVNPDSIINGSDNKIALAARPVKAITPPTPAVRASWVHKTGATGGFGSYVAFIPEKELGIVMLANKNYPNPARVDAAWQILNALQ
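20 mM phosphate pH 7.0 + 0.01% (detergent screen) or 0.0001% Triton X-100; 5.3 nM AmpC reagent; cpd preinc 15 min RT; nitrocefin (800 uM stock) to start; A480 q20 s × 4 min; Activity was normalised to no-enzyme and no-compound control wells.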
HCV inh – inhibitors of hepatitis C virus infection; Huh7.5.1 HCVcc-Cre infection, luciferase reporter, 44 h; Potency, µM (top dose mostly 41.8 µM), inactives show at the highest dose activity change, negative = inhibition, most hits filed as inhibitors; 340,000 tested, 3.4% active; also: potency is read from the fitted curve at half-maximal effect
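A cell-based infection assay in which seeded cells (1,000 per well) receive test compound after 4 h, are inoculated with HCVcc-Cre at approximately 0.5 moi, and are incubated 44 h before luminescence detection.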
AmpC no deterg – inhibitors of E. coli AmpC beta-lactamase without detergent; P00811; AmpC nitrocefin hydrolysis, absorbance 480 nm, 0.0001% Triton; Potency, µM (doses to about 57.1 µM), for inactives: top-dose activity change, negative = inhibition, hits mostly inhibitors; 330,000 tested, 0.52% active; AID 485341;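 also: potency is read from the fitted curve at half-maximal effect; plate controls were no compound for no effect and no enzyme for full effect; nearly all actives have a fitted effect of over 20% in size; some results filed as inactive show a strong effect at the top dose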
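AmpC (5.3 nM in the dispensed reagent) in 20 mM phosphate pH 7.0 with 0.01% (detergent screen) or 0.0001% Triton X-100 was preincubated with compounds for 15 min at room temperature. Nitrocefin was then added from an 800 uM solution, and hydrolysis was followed at 480 nm.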
Sm TGR inh – S. mansoni TGR enzyme inhibition. Q962Y6. purified TGR, DTNB reduction, TNB absorbance 405 nm. Potency, µM (titrated, usually from 114 µM), without a hit: top-dose activity change, negative = inhibition, actives largely listed as inhibitors. 360,000 tested, 3% active; also: potency is read from the fitted curve at half-maximal effect; nearly all actives have a fitted effect of over 60% in size
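First, TGR (20 nM dispensed) and NADPH were mixed with compound. Second, a 15 min room-temperature incubation followed. Third, further NADPH and then DTNB were added to start the reaction. Finally, TNB absorbance was monitored kinetically.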
HCMV inh – blocks human cytomegalovirus replication. activity change, negative = inhibition, % at 57.5 µM. AID 1259415. HFF cells, HCMV-luciferase reporter, 72 h; hits give low values. 410,000 tested, 4.5% active; in the data active = activity change below about -60%; inconclusive = no clear call, values can overlap the other calls; inactive = above about -39%
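Inhibition of viral replication was scored as loss of reporter luminescence in HFFs infected with HCMV-luciferase (MOI 1 PFU/cell) for 72 h; compounds tested at 2 doses, normalized to buffer and Salinomycin controls.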
FBPA Giardia inh – blocks Giardia fructose-bisphosphate aldolase activity. AID 2451. Potency, µM (series often up to 59.6 µM), for the others: at the highest dose activity, negative = inhibition, hits mostly inhibitors. purified Giardia FBPA. 290,000 tested, 0.71% active. A8B2U2; also: potency is read from the fitted curve at half-maximal effect; nearly all actives have a fitted effect of over 55% in size
Target sequence (A8B2U2 whole entry, looked up): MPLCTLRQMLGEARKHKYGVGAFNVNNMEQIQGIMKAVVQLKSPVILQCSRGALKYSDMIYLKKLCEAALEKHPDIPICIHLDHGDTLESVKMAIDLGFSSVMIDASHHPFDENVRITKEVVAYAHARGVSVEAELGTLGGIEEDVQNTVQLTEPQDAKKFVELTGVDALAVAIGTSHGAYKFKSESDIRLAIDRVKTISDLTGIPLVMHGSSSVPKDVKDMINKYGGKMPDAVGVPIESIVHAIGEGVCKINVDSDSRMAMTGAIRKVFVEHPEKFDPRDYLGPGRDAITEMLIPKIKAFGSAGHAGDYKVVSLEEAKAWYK
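40 nM FBPA preincubated 10 min at RT with compound (up to 57.5 uM final), then substrate plus GAPDH/TPI/NAD/arsenate coupling and diaphorase/resazurin added. Fluorescence read after 20 min at RT, 525/598 nm.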
An asterisk follows results filed as active; ? = inconclusive; / = not tested or not shown; & = joins results of further samples; [ ] = another dose, or the depositor's remark. Unless noted, calls follow the shape of the dose curve; as a rule, active = well fitted curve in the direction sought with a large enough effect; inconclusive = small, poorly fitted or top-dose-only effect, or another doubt; inactive = no such curve, though single readings can be large; an effect the other way counts as inactive or inconclusive. Unless noted, % is scaled to controls: 0 for no effect and ±100 for the full control effect.

Below each SMILES – AmpC inh detg	HCV inh	AmpC no deterg	Sm TGR inh	HCMV inh	FBPA Giardia inh
1: Cc1ccc(N2CCN(S(=O)(=O)c3ccc(F)c(C)c3)CC2)c(C)c1
→ -4%	-16%	-33%	0%	-11	1%
2: CS(=O)(=O)N1CCCC(C(=O)Nc2ccc(F)c(F)c2)C1 (stereo unspecified)
→ -5%	8%	-9%	-3%	?	/
3: COc1ccc(NC(=O)CSc2nnc(C3CCCCC3)n2N)cc1OC
→ -10%	16%	-12%	0%	-10	-1%
4: Cc1ccc(C2NC(=O)c3c(sc(C)c3C)N2)c(O)c1 (stereo unspecified)
→ ?	-6%	-37%	25µM*	40	-19%
5: CCOCCCNCC(=O)NCC1CCCCC1
→ 4%	8%	-8%	5%	-16	?
6: CC(=O)O[C@]1(C(C)=O)CCC2C3CCC4=C/C(=N/OCC(=O)O)CC[C@]4(C)C3CC[C@@]21C (stereo partly specified)
→ -2%	4%	-5%	3%	21	-6%
7: O=S(=O)(Nc1cccc(-c2cn3cccnc3n2)c1)c1ccccc1
→ -5%	1%	?	-15%	-8	6%
8: S=C(NCc1cccs1)Nc1cccc(Cl)c1Cl
→ 7%	-22%	-19%	?	-79*	-6%
9: C/C(=N\S(=O)(=O)c1ccc(C)cc1)N1CCN(S(=O)(=O)c2ccccc2)C1C(C)C (stereo unspecified)
→ -1%	5%	92%[activator]	24%	-9	-3%
10: CC(=O)NC(CC(=O)Nc1ccc(S(=O)(=O)NC2=NCCCCC2)cc1)c1ccccc1 (stereo unspecified)
→ 6%	?	-2%	-7%	-14	/
11: COc1ccc(NS(=O)(=O)c2ccc3c(c2)N(C(C)=O)CCS3)cc1
→ ?	7%	-3%	-7%	0	/
12: COc1cccc(-c2c(NC(=O)c3ccco3)oc3ccc(Cl)cc3c2=O)c1
→ -13%	7%	-24%	-26%	-29	-6%
13: Cc1oc(-c2ccc(Cl)cc2)nc1CN1CCC(C(=O)N2CCN(Cc3ccccc3)CC2)CC1
→ -6%	-21%	162%[activator]	0%	-32	3%
14: Cc1ccc(OCC(=O)Nc2ccc3c(c2)C(=O)NC3=O)cc1
→ -8%	5%	-32%	-6%	11	/
15: O=C(Nc1ccc(F)cc1)C1CCC(CNc2c(N3CCCCC3)c(=O)c2=O)CC1 (stereo unspecified)
→ 9%	-7%	15%	11%	?	5%
16: Cc1cccc(OCC(=O)NNS(=O)(=O)c2ccccc2F)c1
→ 6%	14%	-29%	5%	-22	0%
17: Cc1cnn(C2CCN(C)CC2)c1N
→ -3%	16%	-7%	4%	-12	4%
18: CCOC(=O)c1cc(S(=O)(=O)N2CCN(c3ccccc3OC)CC2)cn1C
→ -2%	-15%	30%	4%	5	/
19: Nc1nonc1-c1nc2ccccc2n1Cc1cccc(Cl)c1
→ -1%	/	/	4%	-4	/
20: COC(=O)[C@@]12CCCN1[C@H](c1ccc(-c3ccc(OC)cc3)c(OC)c1)[C@H]1C(=O)N(C)C(=O)[C@H]12
→ -1%	-4%	296%[activator]	?	-19	/
21: CCOc1ccc(S(=O)(=O)N2CCN(CCNS(=O)(=O)c3ccc(C)cc3)CC2)cc1
→ ?	-6%	33%	0%	-13	/
22: CCCCOC(=O)Nc1ccc(C(N)=O)cc1
→ 2%	-9%	-8%	2%	191	6%
23: Cc1cc(C)cc(N(C(=O)c2ccccn2)C(C(=O)NC2CCCCC2)c2ccncc2)c1 (stereo unspecified)
→ ?	18%	68%[activator]	-5%	-3	0%
24: COc1cccc(NC(=S)NNC(=O)c2ccccc2OC(F)F)c1
→ -1%	13%	-18%	-22%	55	19%
25: CC/C(=N/Nc1ccc(Cl)cc1)c1cnnc(SC)n1
→ 0%	-20%	-8%	-20%	1	-4%
26: COc1ccc(C2C(C#N)=C(N)Oc3cc(C)[nH]c(=O)c32)cc1OC (stereo unspecified)
→ 3%	3%	-12%	0%	-19	1%
27: COC(=O)CCCC1=CC2=C(c3ccccc3)C(=O)C(C)(OC(=O)C3CCCC3)C(=O)C2=CN1CCc1c[nH]c2ccccc12 (stereo unspecified)
→ -7%	?	-1%	8.9µM*	3	?
28: Cc1cccc(-n2cnc(C(=O)NNC(=S)Nc3ccccc3)c2)n1
→ ?	14%	-16%	10%	8	9%
29: COc1ccccc1C(=O)NC(=O)COC(=O)c1nc2nc(C)cc(C)n2n1
→ -16%	3%	-15%	5%	-20	/
30: CC(=O)N1CCN(c2ccc(NC(=O)c3ccc(Cl)c([N+](=O)[O-])c3)cc2)CC1
→ -10%	-22%	-6%	0%	-9	2%
31: CCn1cnc2cc(NCc3nc4ccccc4n3Cc3ccccc3)ccc21
→ -12%	-1%	44%	-32%	-34	-22%
32: O=C(NCCCn1ccnc1)/C(=C/c1ccco1)NC(=O)c1cccs1
→ 4%	7%	-15%	0%	-15	2%
33: S=c1[nH]nc(-c2cc(-c3ccccc3)n[nH]2)n1/N=C/c1ccc(Cl)cc1
→ 1%	?	-56%	9%	58	0%
34: Cc1nc(C(F)(F)F)ccc1C(=O)Nc1ccccc1F
→ 1%	12%	-12%	3%	-1	0%
35: Cn1c(O)c(C=NC(CC(N)=O)C(=O)O)c(=O)n(C)c1=O (stereo unspecified)
→ ?	/	-11%	-26%	/	-3%
36: CC(C)CCNC(=O)CCn1c(=O)c2cccn2c2cccnc21
→ -1%	/	/	-1%	-60*	/
37: CCOC(=O)c1cc(-c2ccccc2)n(CC(=O)Nc2ccc(OC)cc2)c1C
→ -5%	0%	-12%	-12%	-37	2%
38: Cc1ccc(OCC(=O)NN2C(=O)c3ccccc3C2=O)cc1
→ 2%	17%	-43%	9%	56	0%
39: Cc1ccc(-c2nc3c(c(=O)[nH]c(=O)n3Cc3ccccc3)n2Cc2ccccc2)o1
→ 1%	?	-33%	18µM*	?	-18%
40: COc1cccc(N2CCN(C(=O)C3CCN(S(=O)(=O)c4cn(C)cn4)CC3)CC2)c1
→ 18%	/	/	23%	-29	/
41: COc1cccc(CNC(=O)COC(=O)c2ccc(C(=O)c3ccccc3)cc2)c1
→ -2%	3%	-26%	-31%	26	/
42: CCC(C)(C)NC(=O)C(c1ccc(OC)cc1)N(C(=O)CCC(=O)Nc1cc(C)on1)c1cccc(F)c1 (stereo unspecified)
→ -22%	?	74%[activator]	-2%	1	13%
43: CCOC(=O)c1sc(C)c(C(=O)NCCCN2CCOCC2)c1N
→ -19%	?	-12%	-2%	3	-5%
44: CC(C)C1C(c2ccccc2)NC(c2ccccc2)CC1(O)c1ccc(F)cc1 (stereo unspecified)
→ 4%	?	-22%	8%	-4	-16%
45: O=C(c1cn(-c2ccccc2)nc1-c1ccncc1)N1CCCCC1
→ -7%	-12%	-2%	1%	-24	9%
46: CCOC(=O)Cn1c(=N)n(CCOc2cccc(C)c2)c2ccccc21
→ ?	?	28%	-2%	1	-13%
47: CCOc1ccc(NC(=O)C(=O)NCC2CCCN2CC)cc1 (stereo unspecified)
→ -5%	?	-13%	11%	-37	-7%
48: CCOc1ccc(-c2nnc(N)o2)cc1
→ -9%	16%	-23%	-29%	69	2%
49: COc1ccc(O)c(C(=O)c2cnc3c(c2)c(C)nn3CCO)c1
→ -11%	-6%	36%	-10%	18	7%
50: CC1Cc2ccccc2N1C(=O)CSc1nc(-c2ccccc2)cs1 (stereo unspecified)
→ 2%	-9%	-5%	-2%	-36	-4%
51: CC(C)(C)c1ccc(C(=O)Nc2ccc(O)c3c(=O)cc(-c4ccccc4Cl)oc23)cc1
→ 1%	-3%	-19%	-10%	3	-2%&0%
52: CCn1c(=O)oc2cc(NC(=O)CCl)ccc21
→ -3%	?	-21%	40µM*	?	-9%
53: C[C@@H]1CC=C[C@H]2[C@H]1C(=O)N(Cc1ccccc1)[C@H]2c1ccc(F)c(Br)c1
→ 3%	/	30%	-15%	/	-2%
54: CCOC(=O)c1c(NC(=O)C2CC=CCC2C(=O)O)sc(C)c1CC (stereo unspecified)
→ 0%	18%	-7%	0%	-23	?
55: CC(=O)N(c1nnc(-c2ccc(C)cc2)s1)C1CCCC1
→ 2%	-7%	-1%	?	50	6%
56: O=C(N/N=C/c1ccc(N2CCOCC2)o1)c1ccccc1[N+](=O)[O-]
→ -13%	29%	-20%	8.9µM*	7	-11%
57: Cc1ccc(OCc2ccc(C(=O)O)o2)cc1C
→ -10%	12%	-11%	0%	9	6%
58: C=C1CCN([C@H](C(=O)NCc2ccco2)C(C)C)S(=O)(=O)c2ccccc21
→ -8%	24%	-8%	-19%	2	0%
59: COc1ccc(C(=O)COC(=O)CN2CC(=O)Oc3ccccc32)cc1Br
→ 0%	?	-30%	-23%	3	-10%
60: N#Cc1ccccc1NC(=O)CN1C(=O)NC2(CCCC2)C1=O
→ -5%	0%	-25%	-7%	29	-7%

Profiles from above. Screens in order: AmpC inh detg	HCV inh	AmpC no deterg	Sm TGR inh	HCMV inh	FBPA Giardia inh
Cc1ccc(OCc2ccc(C(=O)O)o2)cc1C is listed as -10%	12%	-11%	0%	9	6%
CC(C)(C)c1ccc(C(=O)Nc2ccc(O)c3c(=O)cc(-c4ccccc4Cl)oc23)cc1 is listed as 1%	-3%	-19%	-10%	3	-2%&0%
CC1Cc2ccccc2N1C(=O)CSc1nc(-c2ccccc2)cs1 (stereo unspecified) is listed as 2%	-9%	-5%	-2%	-36	-4%
CCOc1ccc(NC(=O)C(=O)NCC2CCCN2CC)cc1 (stereo unspecified) is listed as -5%	?	-13%	11%	-37	-7%
C[C@@H]1CC=C[C@H]2[C@H]1C(=O)N(Cc1ccccc1)[C@H]2c1ccc(F)c(Br)c1 is listed as 3%	/	30%	-15%	/	-2%

Going on with the list.
Below each SMILES – AmpC inh detg	HCV inh	AmpC no deterg	Sm TGR inh	HCMV inh	FBPA Giardia inh
61: CCOP(=O)(OCC)C(NC(=O)CN1C(=O)c2ccccc2S1(=O)=O)C(Cl)(Cl)Cl (stereo unspecified)
→ ?	20%	-13%	-3%	13	0%
62: Cc1ccc(N(C(=O)c2csnn2)C(C(=O)NC2CCCCC2)c2ccncc2)c(C)c1 (stereo unspecified)
→ 6%	-7%	3%	9%	-6	2%
63: Cc1cc([N+](=O)[O-])nn1CC(=O)Nc1ccc(Cc2ccncc2)cc1
→ ?	-25%	-18%	1%	-64*	4%
64: CC(C)=CCC/C(C)=C/CNC(=O)C[C@H]1C[C@H](C(=O)N(C(C)C)C(C)C)[C@@]2(C)c3[nH]c4cc(CCC(=O)N(C)C)ccc4c3CCN2C1=O
→ /	10µM*	270%[activator]	/	-15	/
65: Cc1cccc(OCC(=O)NCCNC(=O)c2ccncc2)c1
→ 3%	19%	-17%	10%	-15	9%
66: Cc1ccc(C(=O)c2c[nH]c3c(F)cc(F)cc3c2=O)cc1
→ -15%	6%	-10%	-5%	-22	-1%
67: CCn1cc(C(=O)N2CCN(c3ccccn3)CC2)c(=O)c2cc(S(=O)(=O)N3CCC(C)CC3)ccc21
→ 4%	7%	180%[activator]	0%	-37	0%
68: O=C(COc1ccccc1[N+](=O)[O-])Nc1cc(-c2nc3cc(Cl)ccc3o2)ccc1Cl
→ 4%	/	/	-1%	48	/
69: Oc1ccc(CNc2cccc(C(F)(F)F)c2)c2cccnc12
→ ?	/	-27%	0.32µM*	/	/

Screens as filed in PubChem.
